# Bioassay records (PubChem)
# TRPC6 inh: mouse TRPC6 channel inhibitors, primary screen, cell-based, HEK293, membrane potential dye; AID 2553, 2010; Short transient receptor potential channel 6 (Mus musculus), Q61143; B-score at 10 µM; 1.1% of 310,000 active; ACh-evoked depolarization; stronger effect = lower value;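 active = B-score under library mean minus 3 SD, initial fluorescence not abnormally high, positive integrated signal ratio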;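 also: B-score derived from integrated fluorescence ratio over the kinetic read; more negative B-score means stronger inhibition of depolarization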
# TRPC4 block: inhibitors of mouse TRPC4 channel, primary screen, Fluo4 calcium, HEK293 TRPC4beta/mu-opioid cells; Short transient receptor potential channel 4 (Mus musculus), Q9QUQ5; DAMGO-evoked Fluo4 calcium flux; stronger effect = lower value; B-score at 10 µM; 0.39% of 300,000 active; AID 2247, 2010;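 active = B-score over 3 SD under the library average, no early fluorescence shift, positive overall ratio signal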
#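 Material: HEK293 cells with stable TRPC4beta plus mu-opioid receptor expression / Probe or stimulus: DAMGO in two steps, submaximal then maximal / Compound: single concentration per test compound / Technique: kinetic Fluo4 fluorescence imaging of calcium influx / Read-out: per-well B score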
# MrgX1 allo act: positive allosteric modulators of MrgX1, primary screen, HEK293 cells, Fluo-4 calcium flux. B-score at 10 µM. 0.63% of 310,000 active. FDSS; stronger effect = higher value;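 active = plate-corrected calcium response at least 3 library SD above typical, normal starting fluorescence, not activating the receptor alone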;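 also: compound read alongside a low EC10 to EC30 dose of BAM8-22 agonist; peak minus trough fluorescence over baseline measured at the second addition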
# Target sequence (Q96LB2 whole entry, looked up): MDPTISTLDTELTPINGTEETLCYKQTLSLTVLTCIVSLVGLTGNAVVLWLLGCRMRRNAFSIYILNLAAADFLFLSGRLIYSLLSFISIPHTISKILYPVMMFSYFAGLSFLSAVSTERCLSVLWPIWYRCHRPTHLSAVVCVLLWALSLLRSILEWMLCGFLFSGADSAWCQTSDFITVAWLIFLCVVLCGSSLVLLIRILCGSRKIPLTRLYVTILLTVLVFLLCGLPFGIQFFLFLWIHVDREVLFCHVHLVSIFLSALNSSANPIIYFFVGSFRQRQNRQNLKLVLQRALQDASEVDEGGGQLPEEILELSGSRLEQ
# TRPC6 activator: mouse TRPC6 channel activators, primary screen, cell-based, HEK293, membrane potential dye; Short transient receptor potential channel 6 (Mus musculus), Q61143; HEK293-TRPC6 membrane potential dye fluorescence; stronger effect = higher value; B-score at 10 µM; 0.13% of 310,000 active; AID 2550, 2010;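 active = B-score of the integrated fluorescence ratio above library mean plus 3 SD, and starting fluorescence ratio within library mean plus 5 SD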;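 also: higher score means more depolarization so channel activation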
# MrgX1 antag: antagonists of human MrgX1 receptor, primary screen, HEK293 cells, Fluo-4 calcium flux; Mas-related G-protein coupled receptor member X1 (Homo sapiens), Q96LB2; BAM8-22 antagonism; stronger effect = lower value; B-score at 10 µM; 1.3% of 310,000 active; AID 588676, 2011;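 active = calcium-response B-score plate-corrected more than 3 library SD below zero, starting fluorescence within 5 deviations, no agonist response on first addition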;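 also: peak minus trough fluorescence over baseline after final BAM8-22 challenge near maximal dose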
# MrgX1 agonist: agonists of human MrgX1 receptor, primary screen, HEK293 cells, Fluo-4 calcium flux; Mas-related G-protein coupled receptor member X1 (Homo sapiens), Q96LB2; 0.44% of 310,000 active; B-score at 10 µM; Fluo-4 calcium fluorescence, agonist mode; stronger effect = higher value; AID 588627, 2011;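 active = calcium response B-score plate-corrected fluorescence ratio at least 3 library SD, with starting fluorescence B-score inside 5 SD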
#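 Material: MrgX1-expressing HEK293 cells; input: 15,000 cells per well; doses: test compound given as first of three sequential additions; schedule: overnight plating before 1 h dye loading; technique: Fluo-4 NW calcium-flux fluorescence, kinetic read; evaluation: baseline-normalised fluorescence change ratio, B-scored; control set: plate-wise positive and negative controls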
# Platelet DG rel: inhibitors of platelet dense granule secretion, primary screen, cell-based, MLPCN, human platelets; human platelet-rich plasma, SFLLRN dense granule ATP release, luminescence; inhibition, %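 (compounds screened at 7.5 µM in platelet-rich plasma)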; 0.22% of 300,000 active; AID 1663, 2009;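 active = mean replicate score, as percent of positive control, at or above 50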
# RGS4 act: RGS4 potentiators or activators, primary screen, cell-based, HEK293 M3R inducible RGS4, calcium flux; carbachol calcium flux Fluo4; stronger effect = lower value; B-score at 10 µM; 0.92% of 310,000 active; AID 463111, 2010;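 active = B-score of the integrated calcium signal more than 4 SD below the library mean, with starting fluorescence not abnormally high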;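 also: negative B-score means reduced calcium response which marks RGS4 activation or potentiation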
#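 Assay system: HEK293 FlpIn-TREx cells, stable M3R, doxycycline-inducible RGS4 / Probe or stimulus: carbachol, ECmax concentration / Times: overnight RGS4 induction, 30 min dye load 37 °C, 20 min compound RT / Signal: kinetic calcium fluorescence imaging with Fluo4-AM dye, 2 µM / Measure: Agonist-evoked peak-minus-minimum fluorescence over baseline, integrated ratio, B score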
# SKKanGAS inh: S. pyogenes SKKanGAS growth inhibitors in kanamycin, primary screen, streptokinase expression inhibitor project, SKKanGAS strain, BacTiter-Glo luminescence | 6 h | inhibition, % at 7.5 µM | 1.3% of 300,000 active;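 active = mean replicate score, as percent of positive control median, at least 50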;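 also: strain carries kanamycin resistance gene driven by streptokinase promoter and grows in 40 µg/ml kanamycin; loss of luminescence reflects streptokinase promoter inhibition or plain growth inhibition; 0% = median of DMSO wells and 100% = positive control at its reference dose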
# HIF activator: HIF pathway transcriptional activators, primary screen, cell-based, U2OS HRE-luciferase, luminescence; activation, % at 7.5 µM (by protocol); 0.32% of 300,000 active; AID 1910, 2009; U2OS HRE-luciferase reporter; normalized: DMSO 0%, desferrioxamine 100%;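 active = mean activation of at least 10% of the iron chelator positive control signal, with at least half of replicates also reaching 10%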
# RGS4 inh: RGS4 inhibitors, primary screen, cell-based, HEK293 M3R inducible RGS4, calcium flux | Fluo-4 calcium flux; stronger effect = higher value; triggered by carbachol at its EC20 | B-score at 10 µM | 0.45% of 310,000 active | AID 463165, 2010;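 active = B-score, a plate-corrected calcium signal, over three deviations above library mean, with baseline fluorescence within five deviations of library mean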;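 also: RGS4 expression induced by doxycycline in cells with stable M3 receptor; B-score is computed from the integrated fluorescence ratio over baseline after carbachol; higher B-score means a larger calcium signal and so more RGS4 inhibition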
# Target sequence (P49798 whole entry, looked up): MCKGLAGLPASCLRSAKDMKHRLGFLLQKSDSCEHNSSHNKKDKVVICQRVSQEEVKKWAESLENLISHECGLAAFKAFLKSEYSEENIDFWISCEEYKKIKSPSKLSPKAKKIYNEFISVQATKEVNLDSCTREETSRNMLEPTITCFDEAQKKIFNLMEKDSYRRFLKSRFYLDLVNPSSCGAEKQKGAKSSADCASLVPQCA
# * hit, by the source's call; i = inactive; x = no result given. Hits appear at their usual frequency. Share with any hit: about 6.1%.
SMILES	TRPC6 inh	TRPC4 block	MrgX1 allo act	TRPC6 activator	MrgX1 antag	MrgX1 agonist	Platelet DG rel	RGS4 act	SKKanGAS inh	HIF activator	RGS4 inh
CCOC(=O)C1CCCN(C(=O)c2cnn3c(C(F)F)cc(-c4ccc(C)cc4)nc23)C1 (configuration not stated)	-6.2*	i	i	i	i	i	2	i	-4	0.6	i
Cc1nc2c(C)cccc2cc1C(=O)N/N=C/c1cccc([N+](=O)[O-])c1	i	i	i	i	i	i	13	i	0	1.1	i
Cc1ccccc1NC(=O)NCCc1c[nH]c2ccccc12	i	i	i	i	i	i	16	i	-5	0.0	i
COC(=O)c1cc(Sc2cccc(Cl)c2Cl)ccn1	i	i	i	i	i	i	1	i	10	-0.4	i
C/C=C(\C)CN1CCN(c2ccccc2)CC1	i	i	i	i	i	i	2	i	0	-0.1	i
O=C(/C=C/c1ccccc1)N1c2ccccc2Sc2ccc(C(F)(F)F)cc21	i	i	i	i	i	i	3	i	4	0.1	i
Cc1cc(Nc2ccc(F)c(F)c2)nc(-c2ccccc2O)n1	i	i	i	i	i	i	-2	i	1	1.3	i
COc1ccc(/C=C2\N=C3CCCN3C2=O)cc1	i	i	i	i	i	i	8	i	-5	2.6	i
Cc1cnc(NC(=O)Cc2ccc(C)c(C)c2)s1	i	i	i	i	i	i	1	i	10	1.3	i
CCOc1ccc(/C=N/Nc2ccc(C(F)(F)F)cc2[N+](=O)[O-])cc1O	i	i	i	i	i	i	3	i	3	-0.4	i
COc1ccccc1CNS(=O)(=O)c1csc(C(N)=O)c1	i	i	i	i	i	i	-41	i	5	-0.1	i
CCC(=O)N1CCN(c2cc(C)ccc2C)CC1	i	i	i	i	i	i	3	i	-2	0.8	i
Cc1ccc(-c2cn3c(n2)SCC3)cc1	i	i	i	i	i	i	-3	i	8	1.7	i
O=C(/C=C/c1ccc(Br)cc1)NCc1cccs1	i	i	i	i	i	i	7	i	-2	0.1	i
CCOc1ccc(CCNC(=O)c2cccc(S(=O)(=O)N3CC(C)OC(C)C3)c2)cc1OCC (configuration not stated)	i	i	i	i	-6.5*	i	-2	i	25	-0.1	i
Cc1nnc(SCC(=O)NCC(=O)Nc2ccc(F)c(F)c2F)n1Cc1ccccc1	i	i	i	i	i	i	-4	i	0	-0.4	i
FC(F)(F)c1cccc(-c2nc(-c3ccncc3)no2)c1	i	i	i	i	i	i	8	i	0	1.0	i
Clc1ccc(C2=NNC(=NCC3CCCO3)SC2)cc1 (configuration not stated)	i	i	i	i	i	i	10	i	-9	1.5	i
CC(C)c1ccc(N=c2c([N+](=O)[O-])nn(-c3ccc4c(c3)OCCO4)n2O)cc1	i	i	i	i	i	i	-2	i	21	0.0	i
Cc1ccc2nc(NC(=O)Cn3cc4c(n3)CCCCC4)sc2c1	i	i	i	i	i	i	-9	i	19	-0.1	i
Cc1ccc(NC(=O)COC(=O)Cn2c(C)csc2=O)c([N+](=O)[O-])c1	i	i	i	i	i	i	5	i	-3	0.5	i
Nc1ccc(-c2cnc[nH]2)cc1[N+](=O)[O-]	i	i	i	i	i	i	-21	i	-3	1.7	i
O=C(NN=C1CCCC1)c1ccccc1OCCOc1ccccc1	i	i	i	i	i	i	-6	i	5	-0.1	i
CSCCC(=O)N1CCC(CCC(=O)NC2CC2)CC1	i	i	i	i	i	i	9	i	6	0.3	i
CCN(Cc1cnn(C)c1)C(=O)c1ccc2nc(Cc3cccc(Cl)c3)oc2c1	i	i	i	i	i	i	-10	i	1	0.3	i
N#Cc1cccc(C#N)c1N1CCC(C#N)CC1	i	i	i	i	i	i	3	i	-3	0.1	i
CNc1ncnc(Sc2ccc(Cl)cc2)c1[N+](=O)[O-]	i	i	i	i	i	i	3	i	8	0.7	i
Cn1c(N)c(C(=O)COC(=O)CCC2CCCC2)c(=O)n(C)c1=O	i	i	i	i	i	i	1	i	-4	0.9	i
C/C(=N\NC(=O)c1nnn(-c2nonc2N)c1CN(C)C)c1ccco1	i	i	i	i	i	i	2	i	-3	-0.4	i
Cc1cccc(C(=O)Nc2ccc(CC(=O)O)cc2)c1	i	i	i	i	i	i	0	i	9	-2.5	i
C=CCn1c(SCC(=O)O)nnc1-c1cccc(Cl)c1	i	i	i	i	i	i	0	i	-3	-0.2	i
CNC(=O)CN1C(=O)C2C3C=CC(C3)C2C1=O (configuration not stated)	i	i	i	i	i	i	-1	i	-4	-0.4	i
COc1ccc(NC(=O)COC(=O)c2ccc(O)cc2)c([N+](=O)[O-])c1	i	i	i	i	-5.5*	i	-4	i	4	0.1	i
CN1CCN(C(=O)c2cc3c(n(-c4ccccc4)c2=O)CC(C)(C)CC3=O)CC1	i	i	i	i	i	i	-6	i	-20	-0.2	i
O=C(NC1CC1)c1ccc(S(=O)(=O)NCC2CCCCC2)cc1	i	i	i	i	i	i	13	i	-2	-0.2	i
CCOc1ccc(CC(C(N)=O)C(N)=O)cc1	i	i	i	i	i	i	0	i	-6	-0.6	i
O=C(CSc1nc2ccccc2c(=O)n1-c1ccccc1)NCc1ccc2c(c1)OCO2	i	i	i	i	i	i	4	i	1	-0.1	i
COc1ccc(CN2CCCCC2C)c(C)c1C (configuration not stated)	i	i	i	i	i	i	-11	i	0	x	i
COCCNC(=O)Cn1nc(C)c([N+](=O)[O-])c1C	i	i	i	i	i	i	-1	i	-19	-0.3	i
CCC1=NN2C(=N)/C(=C/c3ccc(OS(=O)(=O)c4ccccc4)c(OC)c3)C(=O)N=C2S1	i	i	i	i	i	i	19	i	8	0.0	i
N=C(N)SCc1ccccc1Cl	i	i	i	i	i	i	20	i	-2	0.7	i
O=C(NC(Cc1ccccc1)C(=O)NCCc1ccccn1)c1ccccc1 (configuration not stated)	i	i	i	i	i	i	-3	i	1	0.2	i
Cc1nnc(SCc2ccc([N+](=O)[O-])cc2)[nH]c1=O	i	i	i	i	i	i	-9	i	16	0.1	i
CCCCOC(=O)Nc1ccc(S(=O)(=O)Nc2nc(C)cc(C)n2)cc1	i	i	i	i	i	i	0	i	1	-0.6	i
COc1ccc(NC(=O)CCCCCn2nnc3ccccc3c2=O)cc1	i	i	i	i	i	i	-11	i	-2	0.1	i
COc1ccccc1OCC(=O)Nc1ccc(CSc2ccccc2)cc1C	i	i	i	i	i	i	3	i	-6	0.1	i
COc1ccc(Nc2nc(C)cc(C)c2C#N)cc1	i	i	i	i	i	i	-2	i	-2	-0.1	i
CCN(CCNS(=O)(=O)c1ccc2[nH]c(=O)sc2c1)c1ccccc1	i	i	i	i	i	i	0	i	-6	-0.1	i
O=C(NCc1ccco1)c1cc(-c2ccccc2)nn1CC1CC(c2cccnc2)=NO1 (configuration not stated)	i	i	i	i	i	i	-1	i	1	0.1	i
CNC1=C(N(C(C)=O)c2ccc(Br)cc2)C(=O)c2ccccc2C1=O	i	i	i	i	i	i	-4	i	57*	-6.3	i
CC1=CC2=NC(=O)CC(C)(C(=O)N(CC(=O)NC(C)(C)C)Cc3ccccc3)N2C=C1 (configuration not stated)	i	i	i	i	i	i	3	i	3	-0.3	i
CC1(C)CC(=O)c2cc(C(=O)N3CCN(CCO)CC3)c(=O)n(-c3ccc(Cl)cc3)c2C1	i	i	i	i	i	i	1	i	-8	-0.4	i
Cc1ccccc1C(=O)NCC(=O)Nc1ccccc1C(F)(F)F	i	i	i	i	i	i	12	i	-5	-0.1	i
N#Cc1c(NC(=O)CSc2ncnc3sccc23)oc(-c2ccco2)c1-c1ccco1	i	i	i	i	i	i	4	i	28	-0.8	i
COCCNC(=O)Cn1c(=O)n(CCCCCC(=O)NCc2ccc3c(c2)OCO3)c(=O)c2sccc21	i	i	i	i	i	i	-6	i	-19	-0.3	i
O=C(Nc1nc(-c2cccs2)cs1)C1=COCCO1	i	i	i	i	i	i	-1	i	-1	3.4	i

# Further compounds follow.
SMILES	TRPC6 inh	TRPC4 block	MrgX1 allo act	TRPC6 activator	MrgX1 antag	MrgX1 agonist	Platelet DG rel	RGS4 act	SKKanGAS inh	HIF activator	RGS4 inh
Cc1cc(/C=C(\C#N)C(=O)N2CCCCC2)cc(C)c1O	i	i	i	i	i	i	2	i	1	1.2	i
CCCCOc1ccc(NC(=O)c2cnc(C)cn2)cc1	i	i	i	i	i	i	4	i	12	0.2	i
CS(=O)(=O)Nc1ccc(C(=O)CC(=O)Nc2ccc([N+](=O)[O-])cc2)cc1	i	i	i	i	i	i	0	i	-4	-1.1	i
CCOC(=O)N1CCN(CCC(=O)Nc2cccc(C)c2)CC1	i	i	i	i	i	i	5	i	-2	1.3	i
CCOc1ccc(CCNC(=O)COC(=O)c2ccco2)cc1OCC	i	i	i	i	i	i	-3	i	-2	-0.2	i
O=S1(=O)OCCC(c2ccccc2)N1Cc1ccccc1 (configuration not stated)	i	x	i	i	i	i	1	i	-1	-0.5	i
COc1ccc(CNc2nc(C)c([N+](=O)[O-])c(C)c2C#N)cc1	i	i	i	i	i	i	10	i	-7	-1.0	i
Cc1ccc(S(=O)(=O)N(C)C)cc1[N+](=O)[O-]	i	i	i	i	i	i	3	i	-2	-0.1	i
Cc1ccc(NS(=O)(=O)c2c(C)[nH]c(=O)[nH]c2=O)c(Br)c1	i	i	i	i	i	i	-4	i	-4	0.2	i
C=CCc1cc(C)ccc1OCCn1ccnc1	i	i	i	i	i	i	3	i	-2	2.0	i
COc1ccc(-c2csc(NC(=S)NC(=O)/C=C/c3ccccc3)n2)cc1Br	i	i	i	i	i	i	5	i	-13	0.1	i
Cc1ccc(CNC(=O)CN(CCc2ccccc2)S(C)(=O)=O)cc1	i	i	i	i	i	i	0	i	-7	-1.0	i
COc1ccc(CCC(=O)Nc2cc(Cl)ccc2OC)cc1	i	i	i	i	i	i	-1	i	-11	-0.1	i
